# RBX1-CUL1 inh = human ROC1-CUL1 E3 ligase inhibition; in vitro K48 di-Ub FRET, acceptor:donor ratio, 45 min; inhibition, % at 10 µM; 140,000 tested, 0.6% active; AID 1347404; in the data active = inhibition above about 25%
# Target sequence (P62877 whole entry, looked up): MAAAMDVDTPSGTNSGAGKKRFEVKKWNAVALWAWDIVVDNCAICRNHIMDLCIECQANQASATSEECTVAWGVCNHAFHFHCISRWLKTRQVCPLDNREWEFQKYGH
# Target sequence (Q13616 whole entry, looked up): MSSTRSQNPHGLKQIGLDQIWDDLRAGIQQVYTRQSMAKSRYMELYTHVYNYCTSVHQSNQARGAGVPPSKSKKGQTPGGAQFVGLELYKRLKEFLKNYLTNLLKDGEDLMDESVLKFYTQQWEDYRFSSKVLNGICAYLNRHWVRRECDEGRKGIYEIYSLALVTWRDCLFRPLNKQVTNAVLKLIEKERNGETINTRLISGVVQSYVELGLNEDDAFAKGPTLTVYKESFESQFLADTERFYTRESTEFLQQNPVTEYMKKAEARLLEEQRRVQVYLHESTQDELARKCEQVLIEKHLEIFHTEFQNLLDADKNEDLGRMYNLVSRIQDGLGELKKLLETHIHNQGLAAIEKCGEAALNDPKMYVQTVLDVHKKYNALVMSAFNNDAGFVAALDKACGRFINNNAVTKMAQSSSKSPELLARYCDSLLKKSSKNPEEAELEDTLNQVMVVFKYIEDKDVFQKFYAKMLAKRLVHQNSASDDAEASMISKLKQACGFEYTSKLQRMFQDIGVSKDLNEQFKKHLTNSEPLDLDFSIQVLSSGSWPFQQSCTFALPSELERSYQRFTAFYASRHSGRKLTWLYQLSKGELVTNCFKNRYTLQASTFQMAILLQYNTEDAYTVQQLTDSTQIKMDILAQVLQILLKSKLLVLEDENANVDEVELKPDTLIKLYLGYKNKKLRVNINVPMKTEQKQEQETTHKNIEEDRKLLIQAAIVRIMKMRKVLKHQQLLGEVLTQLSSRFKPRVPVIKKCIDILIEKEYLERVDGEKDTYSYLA
# * = called active by the depositor.
RBX1-CUL1 inh,Structure
5,Cc1nn(C(=O)C2(C)CC2(Br)Br)c(C)c1Br (stereo not drawn)
-5,CCOc1ccc(N2CCCn3c2nc2c3c(=O)n(C)c(=O)n2C)cc1
-10,COc1ccc(OC)c(C2NC(c3cc(OC)ccc3OC)C(C)C(O)(c3ccc(F)cc3)C2C)c1 (stereo not drawn)
-4,COc1cccc(NC(=O)Cn2nc(-c3ccncc3)ccc2=O)c1
-4,CC#CCN1C(=O)NC(CCCc2ccccc2)(C2CCN(Cc3ccc(OC)cc3)CC2)C1=O (stereo not drawn)
-7,Cc1ccc(C(=O)N=C(Cc2ccc(Cl)cc2)C(=O)NC2CCCCC2)cc1
-6,CSc1cc(/C=C\c2cc(Cl)sc2Br)cs1
6,COc1ccc(-c2nc3ccccc3o2)cc1NC(=O)c1cccc2c(Cl)cccc12
0,COc1ccc(C(=O)c2sc3nc4c(c(C(F)(F)F)c3c2N)CN(C(C)=O)CC4)cc1OC
5,CCc1ccc(-n2c(C)cn3c4c(=O)n(CCOC)c(=O)n(C)c4nc23)cc1
2,CCOc1ccc(NC(=O)CCCOc2cc(=O)n(C)c3ccccc23)cc1
-2,CCCCN1CCCc2cc(CN(CCCN3CCOCC3)C(=O)Nc3ccc(CC)cc3)ccc21
-8,COc1ccccc1Cc1nc2ccccc2nc1SCC(=O)NCc1ccc(F)cc1
5,CCCOc1c(Cl)cc(C(=O)O)cc1OCC
-2,Cc1nc(-c2ccccc2)sc1-c1ccc(SCC(=O)Nc2ccc(F)cc2F)nn1

# Molecules above with bromine:
RBX1-CUL1 inh,Structure
5,Cc1nn(C(=O)C2(C)CC2(Br)Br)c(C)c1Br (stereo not drawn)
-6,CSc1cc(/C=C\c2cc(Cl)sc2Br)cs1

# The listing continues:
RBX1-CUL1 inh,Structure
7,COc1ccc(Cl)cc1S(=O)(=O)n1cnc(C)c1
-6,O=c1c2c3c(sc2nc(SCCc2ccccc2)n1CCc1ccccc1)CCC3
7,CCN1CCn2c3c(c4cccc(Cl)c42)CCCC31 (stereo not drawn)
3,CCn1ccnc1CNC(=O)c1cn(Cc2ccccc2F)nn1
4,COc1ccc(N2CCN(C(=O)c3csc(C(C)C)c3)CC2)cc1
-8,C=CCCCC(=O)Nc1ncc(C23CC4CC(CC(C4)C2)C3)s1
-4,O=C(CS(=O)(=O)c1cccc2nsnc12)Nc1ccc(F)cc1F
0,Cc1cc(C)cc(NC(=O)C(=O)NCC(c2cccnc2)N2CCc3ccccc3C2)c1 (stereo not drawn)
7,O=C(NC1CCCCC1)c1cc2c(Cl)nc3ccccc3c2s1
5,Cc1cc(C)c(CSc2ncnc3nc[nH]c23)c(C)c1
-9,COc1ccc(OCc2nc(C(=O)N(C)Cc3nc4ccccc4[nH]3)co2)cc1
-7,Cc1cccc(C(C)C)c1NC(=O)c1ccc([N+](=O)[O-])c(Cl)c1
-2,COc1cccc(CC(C2CCN(C(=O)c3ccc4c(c3)no[n+]4[O-])CC2)N(C)C(=O)CC(C)C)c1 (stereo not drawn)
-1,COc1ccc(Nc2c(C#N)c(C)nn2-c2ccccc2)cc1
-1,CCOc1ccc(NC(=O)CN(Cc2ccccc2)S(=O)(=O)c2ccc3nc(C)sc3c2)cc1

# As a working copy, seven of the compounds above.
RBX1-CUL1 inh,Structure
7,COc1ccc(Cl)cc1S(=O)(=O)n1cnc(C)c1
-6,O=c1c2c3c(sc2nc(SCCc2ccccc2)n1CCc1ccccc1)CCC3
7,CCN1CCn2c3c(c4cccc(Cl)c42)CCCC31 (stereo not drawn)
3,CCn1ccnc1CNC(=O)c1cn(Cc2ccccc2F)nn1
4,COc1ccc(N2CCN(C(=O)c3csc(C(C)C)c3)CC2)cc1
-8,C=CCCCC(=O)Nc1ncc(C23CC4CC(CC(C4)C2)C3)s1
-4,O=C(CS(=O)(=O)c1cccc2nsnc12)Nc1ccc(F)cc1F

# Going on with the list:
RBX1-CUL1 inh,Structure
-9,CC1=NN(c2ccc(C)cc2)C(=O)/C1=C\C1C(=O)NC(=O)N(c2ccc(Br)c(C)c2)C1=O (stereo not drawn)
-1,OCCOc1ccccc1CN1CCc2[nH]nc(-c3ccc(Cl)cc3)c2C1
-7,COc1ccccc1/C=N/Nc1nc(Nc2ccc(Br)cc2)nc(-n2nc(C)cc2C)n1
-1,Cc1sc(NC(=O)CSc2nnc(-c3ccncc3)n2C)c(C#N)c1C
-2,O=C(Nc1cccc(OC(F)(F)F)c1)c1cccnc1
-1,CCc1nn2c(=O)cc(COC(=O)c3cccc(NC(=O)CCc4ccccc4)c3)nc2s1
0,Cc1cccc(-[n+]2c([O-])c(Cc3ccccc3)c(=O)n3nc(C)ccc32)c1
-8,Cc1ncc2c(c1-c1noc(-c3n[nH]c(=O)c4ccccc34)n1)CCNC2
-2,Cc1ccc(C(=O)N=C(Cc2cn(S(=O)(=O)N(C)C)c3ccccc23)C(=O)NCCCn2ccnc2)cc1
0,O=[N+]([O-])c1cccc(C2N(Cc3ccccc3)CCN2Cc2ccccc2)c1
9,CC1CSc2ccccc2NC1=S (stereo not drawn)
12,O=C1NC(=O)C(=Cc2ccc(F)c(Br)c2)C(=O)N1
5,Cc1[nH]c2ccccc2c1C(c1ccccc1)c1ccc(Cl)s1 (stereo not drawn)
1,CCCN(CC1CC1)C(=O)c1cc(-c2cn[nH]c2)nc2c(C)cccc12
-5,Cc1nccn1CCN(C)C(=O)c1cc(Cn2ccc3ccccc32)[nH]n1
13,COCCCN1C(=O)CC(CC(=O)N(C)Cc2ccc(F)cc2)(c2ccccc2Cl)C1=O (stereo not drawn)
8,CCCc1c2ccccc2nc2ccc(Cl)cc12
10,Cc1ccc(OCc2nnc(NC(=O)c3ccc(Br)cc3)s2)cc1
6,O=C(Nc1cccc(Cl)c1Cl)c1ccc(Br)o1
11,COc1ccc(Br)cc1C(=O)Nc1cccc(C(=O)O)c1
-4,COC(=O)c1cnn(-c2cc(Oc3ccccc3F)nc(C)n2)c1C
-7,O=C(C1CC=CCC1)N1CCC(Cn2cc(CN3CCCC3)nn2)CC1 (stereo not drawn)
3,CCC(CC)C(=O)Nc1nnc(S(=O)(=O)N(C)c2cc(C)cc(C)c2)s1
9,CC(C)c1ccc(N2C(=O)CSC23C(=O)N(Cc2ccccc2)c2ccccc23)cc1 (stereo not drawn)
-4,COc1cc(C=NN2CCN(C3c4ccccc4-c4ccccc43)CC2)cc(OC)c1OC
-6,COc1ccccc1OCCn1c(=O)oc2ccc(C)cc21
3,Cc1cc2cc(C(=O)N3CCCC(CCC(=O)N4CCOCC4)C3)ccc2o1 (stereo not drawn)
-4,CCCCCCNCc1ccc(Br)cc1
-7,O=C(Cn1cc(S(=O)(=O)Cc2ccccc2Cl)c2ccccc21)Nc1cccc(C(F)(F)F)c1
4,N#CC1=C2SCN(C3CCCCC3)CN2C(=O)CC1c1ccc(Cl)cc1 (stereo not drawn)
5,Cc1cc(C)c(NC(=O)C(C)n2c(=O)cc(-c3ccccc3)c3c(C)nn(C)c32)c(C)c1 (stereo not drawn)
3,CCCc1nc2nc(C)c(Cc3ccc(Cl)cc3)c(=O)n2[nH]1
0,Clc1ccccc1CNCc1ccc(Br)cc1
-2,Cc1nn(Cc2ccc(C(=O)N3CCCCC3)o2)c(C)c1Br
-3,COc1ccc(-c2coc3c2c(C)cc2oc(=O)cc(C)c23)cc1
-12,COc1ccccc1OC(C)(C)c1nc(-c2c(C)ncc3c2CCNC3)no1
-1,CCc1ccccc1NC(=O)c1ccc(Cl)cc1Cl
5,C=CCc1ccccc1OCC(O)CN1CCC(CN2C(=O)c3cccc4cccc(c34)C2=O)CC1 (stereo not drawn)
-11,CC(=O)c1cccc(NC(=O)CSc2nnc3ccc(-c4ccc(Br)cc4)nn23)c1
28*,O=C1NC(=S)S/C1=C/c1c(Cl)cc(Cl)c(O)c1Cl
3,CC(C)c1ccc(C2CC(c3ccc(Br)cc3)=NN2C(N)=S)cc1 (stereo not drawn)
0,COc1ccccc1NC(=O)c1sc2nc(C)c(C(=O)Nc3ccc(C)cc3C)c(-c3ccco3)c2c1N
1,COc1cccc(NC(=O)CSc2nnc(C(C)NC(=O)c3ccccc3Cl)n2C)c1 (stereo not drawn)
3,CCC(=O)N1c2ccccc2CC1C(=O)NCCN1CCN(c2cccc(C(F)(F)F)c2)CC1 (stereo not drawn)
3,Cc1ccc(NC(=O)NC(C)c2c(-n3cccc3)sc(C)c2C)c(C)c1 (stereo not drawn)
-6,COc1cc(NC(=O)c2noc3c2CC(C(C)(C)C)CC3)cc(OC)c1OC (stereo not drawn)
-4,O=[N+]([O-])c1cncc([N+](=O)[O-])c1Nc1nccs1
8,O=C(C1CCOCC1)N1CCc2onc(C(c3ccccc3)c3ccccc3)c2C1
-14,O=C(CSc1nc2ccccc2nc1Cc1ccc(F)cc1)Nc1ccc2c(c1)OCO2
5,Cc1cccc(NC(=O)CCC2CCCC2)c1C
-3,CCN1CCN(C2(C(=O)N3CCN4CCCC4C3)Cc3ccccc3C2)CC1 (stereo not drawn)
0,CCN(CC)C(=O)NC(CC#N)(c1ccccc1)c1ccccc1
-6,CC1CCN(CC(=O)N2CCCc3c2c(=O)oc2ccc(OCc4ccccc4)cc32)CC1
-3,CCCc1ccc2oc(C(=O)N3CCCN(C)CC3)c(C)c2c1
11,CCS(=O)(=O)N1CCCC(C(=O)NC(C)C)C1 (stereo not drawn)
4,COC(=O)c1ccc(C(=O)OC)c(NS(=O)(=O)c2ccccc2C)c1
-1,CCOc1ccc(CNS(=O)(=O)c2ccc3[nH]c4c(c3c2)CCCC4)cc1OC
-1,CCN1C(=O)N=C(Cc2ccccc2OC)C1=O
-4,CCOc1ccc(NC(=O)c2cnc(Nc3ccccc3OC)c3ccccc23)cc1
4,CCCn1c(=O)c2sccc2n2c(CCCC(=O)NCCc3ccc(Cl)cc3)nnc12

# The list goes on:
RBX1-CUL1 inh,Structure
0,COCc1cc(=O)[nH]c(SCc2ccc(Cl)cc2)n1
-4,Cc1ccc(Cl)cc1NS(=O)(=O)c1ccc(N2CCCCS2(=O)=O)cc1
2,O=C(NC1CCS(=O)(=O)C1)NS(=O)(=O)c1ccccc1Cl (stereo not drawn)
15,CCOC(=O)c1cnc(SC)nc1SCC(=O)Nc1ccc(F)cc1
78*,CN1c2cccc3cccc(c23)N(C)C1c1cccs1
-3,CNC(=O)/C(C#N)=N/Nc1ccc2[nH]c(=O)[nH]c2c1
8,CC(C(=O)Nc1ccc(F)cc1F)N1CCN(c2ccccc2F)CC1 (stereo not drawn)
-4,COc1ccc2c(c1)c(C(=O)CSc1ccccc1)c(C)n2C
1,CCn1c(-c2cccnc2)nc2cc(NC(=O)COC)cc(C(=O)NCCc3ccc(F)cc3)c21
-1,COC(=O)c1cc(CNC(=O)C(C)(C)C)cc(NS(=O)(=O)c2cccc(C(F)(F)F)c2)c1
10,COc1ccc(-c2c3c(nc4sc(C(=O)Nc5ccc(C)cc5)c(N)c24)CCCC3)cc1
8,CCn1cc(C(=O)N2CCc3onc(-c4ccc5c(c4)OCO5)c3C2)cn1
-5,Clc1ccc(-c2cn3ccsc3n2)cc1
5,CC1=Nc2nc(SCc3ccccc3F)nn2C(c2cccnc2)C1C(=O)Nc1ccccc1C (stereo not drawn)
1,Cc1ccccc1Cn1c(SCc2ccc(C(=O)NCc3cccs3)cc2)nc2ccncc21

# Given with each value named: part of the list above.
Cc1ccc(OCc2nnc(NC(=O)c3ccc(Br)cc3)s2)cc1
  RBX1-CUL1 inh: 10
COc1ccc(Nc2c(C#N)c(C)nn2-c2ccccc2)cc1
  RBX1-CUL1 inh: -1
CSc1cc(/C=C\c2cc(Cl)sc2Br)cs1
  RBX1-CUL1 inh: -6
CCN1CCN(C2(C(=O)N3CCN4CCCC4C3)Cc3ccccc3C2)CC1 (stereo not drawn)
  RBX1-CUL1 inh: -3

# The list continues:
RBX1-CUL1 inh,Structure
4,CC(C)c1ccc(NC(=O)C2CCN(S(=O)(=O)c3cccc4nonc34)CC2)cc1
3,COC(=O)C1(C(F)(F)F)N=C2C=CC=CN2C(c2ccc(Cl)cc2)=N1 (stereo not drawn)
-3,CCS(=O)(=O)Nc1cccc(O)c1
-8,COc1ccc(/C=C/C(=O)Nc2sc3c(c2C(=O)O)CCC3)cc1
11,O=C(Oc1c(Cl)cc(C(=O)N2CCCCC2)cc1Cl)c1cc(Cl)c(O)c(Cl)c1
-2,COc1ccc(OCCSc2nc3ccc(Br)cc3[nH]2)cc1
0,CSc1nc(C)cc(C)[n+]1-c1ccccc1
8,O=C(Nc1cccc(-n2cccn2)c1)C1CCCN1Cc1cnc[nH]1 (stereo not drawn)
-1,CCCCCc1ccc(-c2ccc(-c3noc(-c4cccc(C)c4)n3)cc2)cc1
-3,COc1ccc(N2C(=O)c3ccc(C(=O)O)cc3C2=O)cc1NC(=O)c1ccccc1
-9,O=C(N=C(Cc1cccc(Br)c1)C(=O)N1CCOCC1)c1cccc(Br)c1
-15,O=C(Nc1ccccc1F)C1CCCCC1
-1,COc1cc(NS(=O)(=O)c2ccc(NC(=S)NC(=O)Cc3cccc4ccccc34)cc2)nc(OC)n1
-2,CC(=O)N1CCN(c2ccc(NC(=O)/C=C/c3ccc(Cl)cc3)cc2)CC1
6,Cc1ccc(C2C3=C(CC(C)CC3=O)Nc3ncnn32)cc1 (stereo not drawn)
-6,c1csc(-c2ccc3ccccc3c2)c1
-5,CC(=O)Cn1nc([N+](=O)[O-])nc1Sc1ccc(Cl)cc1
-3,Cc1ccc(Sc2ccc(N3CCC(C(=O)Nc4ccc(Cl)cc4)CC3)nn2)cc1
-4,O=C(NC1C(=O)NNC1c1ccc(Br)cc1)c1ccco1 (stereo not drawn)
-1,O=C(Nc1ccc2nc(SCC(=O)N3CCOCC3)sc2c1)c1ccc(Cl)cc1
-9,c1ccc(C2CCc3ccccc3O2)cc1 (stereo not drawn)
-3,CCOC(=O)c1noc2nc(C)n(CC(=O)Nc3cccc(OC)c3)c(=O)c12
2,N=C1C(=O)C(Cl)=C2Oc3c(Cl)ccc(C(=O)O)c3N=C2C1C(=O)O (stereo not drawn)
-3,Cc1cc(C)c(NC(=O)Cn2nnc(-c3nc(-c4ccncc4)no3)c2N)c(C)c1

# Screening results from PubChem BioAssay.

# A portion of the library; count on the stated rates, not on these rows.
